Mm-Cpn inhibitor – inhibitors of Methanococcus maripaludis chaperonin (MmCpn). purified Mm-Cpn ATPase, ADP Transcreener TR-FRET. Potency, µM (top dose mostly 76.9 µM), for inactives: at the highest dose activity, negative = inhibition, usual class: inhibitors. hit rate 0.031% among 330,000; also: potency is read from the fitted curve at half-maximal effect; % is scaled to controls: 0 for no effect and ±100 for the full control effect; nearly all actives have a fitted effect of over 80% in size
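Eu-cryptate anti-ADP/ADP-d2 competition gives a ratio inversely related to ADP. Enzyme at 25 nM was pre-exposed to compound for 10 min, then given 10 uM ATP for 30 min, 37°C throughout.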
Abeta yeast res – compounds reversing amyloid beta toxicity in yeast; yeast expressing A-beta42, growth rescue, OD600, 48 h; response scale: 0% DMSO, 100% iron-clioquinol control; Potency, µM (highest dose often 46.1 µM), for inactives: at the highest dose growth rescue, hits mostly activators; hit rate 0.063% among 410,000; AID 1347071; also: potency is read from the fitted curve at half-maximal effect; nearly all actives have a fitted effect of over 55% in size
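Yeast A-beta toxicity model in growth medium with pinned compounds, 48 h at 30 C; growth read as absorbance at 600 nm. Normalized to FeCl3/clioquinol equimolar mix (positive) and DMSO (negative).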
GLP1R inv ag – acts as inverse agonist at human GLP-1 receptor; P43220; HEK293 GLP-1R CRE-luciferase, luminescence, 24 h; GLP-1R form is constitutively active; Potency, µM (doses to about 38.3 µM), for inactives: top-dose activity change, negative = inhibition, most hits filed as inhibitors; hit rate 1.6% among 410,000; AID 624417; also: potency is read from the fitted curve at half-maximal effect; % is scaled to controls: 0 for no effect and ±100 for the full control effect; nearly all actives have a fitted effect of over 55% in size
Target sequence (P43220 whole entry, looked up): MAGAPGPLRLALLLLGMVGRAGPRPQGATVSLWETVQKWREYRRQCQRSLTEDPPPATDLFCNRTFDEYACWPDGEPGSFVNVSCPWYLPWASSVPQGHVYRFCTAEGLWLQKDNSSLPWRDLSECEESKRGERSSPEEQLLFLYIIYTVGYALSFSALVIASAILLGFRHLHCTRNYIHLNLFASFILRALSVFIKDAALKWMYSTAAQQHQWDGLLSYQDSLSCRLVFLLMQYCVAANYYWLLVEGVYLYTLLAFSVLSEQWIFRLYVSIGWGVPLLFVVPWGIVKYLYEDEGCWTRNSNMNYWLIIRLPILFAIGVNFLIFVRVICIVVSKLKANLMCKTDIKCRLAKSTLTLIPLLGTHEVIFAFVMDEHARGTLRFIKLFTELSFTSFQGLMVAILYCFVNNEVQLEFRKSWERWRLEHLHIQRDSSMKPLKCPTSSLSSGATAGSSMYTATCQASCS
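Inverse agonists were sought by their lowering of basal cAMP reporter luciferase output in HEK293 cells stably carrying constitutively active human GLP-1R, after 24 h compound treatment.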
PTHR1 agonist – PTHR1 (human) receptor agonism; HEK293 GP2 PTHR1 cells, GloSensor cAMP luminescence, 1 h; Potency, µM (top dose mostly 115 µM), inactives show top-dose activation, most hits filed as activators; hit rate 0.075% among 410,000; also: potency is read from the fitted curve at half-maximal effect; nearly all actives have a fitted effect of over 55% in size; some results filed as inactive show a strong effect at the top dose; inactives centre near -15; many of its hits are not listed in these tables
Target sequence (Q03431 whole entry, looked up): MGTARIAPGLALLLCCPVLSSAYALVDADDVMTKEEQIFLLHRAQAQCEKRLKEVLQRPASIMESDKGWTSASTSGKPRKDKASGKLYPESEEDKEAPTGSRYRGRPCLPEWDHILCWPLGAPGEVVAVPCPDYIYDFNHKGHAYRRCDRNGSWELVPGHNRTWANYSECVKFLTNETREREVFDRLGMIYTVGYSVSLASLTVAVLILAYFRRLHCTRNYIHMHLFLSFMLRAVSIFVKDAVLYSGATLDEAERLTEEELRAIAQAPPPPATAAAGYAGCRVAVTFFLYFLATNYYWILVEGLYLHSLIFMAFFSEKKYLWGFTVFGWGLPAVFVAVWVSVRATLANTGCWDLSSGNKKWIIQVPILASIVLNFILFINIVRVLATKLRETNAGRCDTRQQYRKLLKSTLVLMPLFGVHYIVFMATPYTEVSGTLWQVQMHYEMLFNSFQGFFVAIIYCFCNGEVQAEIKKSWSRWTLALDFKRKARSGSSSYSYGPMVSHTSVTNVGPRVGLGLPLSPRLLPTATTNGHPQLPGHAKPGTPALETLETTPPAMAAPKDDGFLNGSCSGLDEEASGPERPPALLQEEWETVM
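HEK-293-derived GP2 cells expressing PTHR1 and a GloSensor cAMP reporter, 3,000/well, plated overnight, given luciferin plus IBMX (each 0.5 mM as added) for 1 h at 37 °C, then compound for 1 h at 37 °C. Luminescence was read after 15 min at room temperature.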
aSyn yeast inh – inhibitors of alpha-synuclein toxicity in yeast; Yeast expressing alpha-synuclein, growth rescue, BacTiter-Glo, 24 h; Potency, µM (highest dose often 46.1 µM), inactives show at the highest dose growth rescue (activation), hits mostly activators; hit rate 0.14% among 370,000; AID 652106; also: potency is read from the fitted curve at half-maximal effect; % of control where 0% means no effect; nearly all actives have a fitted effect of over 65% in size
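Galactose-induced alpha-syn yeast (OD600=0.02, raffinose-pregrown) + pinned cpd, 24 hr, 30 deg C; growth by BacTiter-Glo luminescence. Growth restoration scores as activation.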
FUS yeast rescue – FUS proteinopathy suppression in yeast. S. cerevisiae FUS-expressing, growth rescue, OD600, 24 h. Potency, µM (highest dose often 76.6 µM), for the others: at the top dose growth rescue (activation), hits mostly activators. hit rate 0.24% among 390,000. AID 1347120;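 also: potency is read from the fitted curve at half-maximal effect; plate controls were DMSO vehicle for no effect and reference control for full effect; nearly all actives have a fitted effect of over 55% in size; some results filed as inactive show a strong effect at the top dose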
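Toxicity suppression screen in FUS-yeast. Cells induced with 2% galactose, starting OD 0.005, treated 24hr at 30C with compounds at multiple final concentrations; growth by OD600.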
HEK293 tox – cytotoxic in the GLP-1 receptor inverse agonist counter-screen. hit rate 0.13% among 410,000. HEK293 cAMP-luciferase reporter cells, luminescence, 24 h. AID 624418. Potency, µM (series often up to 38.3 µM), inactives show at the top dose activity change, negative = inhibition, hits mostly inhibitors;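 also: loss of luciferase light is scored as toxicity; potency is read from the fitted curve at half-maximal effect; % is scaled to controls: 0 for no effect and ±100 for the full control effect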
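Quantitative HTS format, 1536 wells, 200 cells/uL seeded. Compounds: 23 nL, 24 h, 37 °C. Detection: luciferase reagent, luminescence at 12 min RT; decreased signal taken as cytotoxic.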
TDP43 rescue – inhibitors of TDP-43 toxicity in yeast. TDP-43 expressing yeast growth rescue, BacTiter-Glo, 24 h. Potency, µM (highest dose often 46.1 µM), for the others: top-dose growth rescue (activation), most hits filed as activators. hit rate 1.8% among 410,000. AID 652104; also: potency is read from the fitted curve at half-maximal effect; % of control where 0% means no effect; nearly all actives have a fitted effect of over 50% in size
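Growth rescue of TDP-43-toxic yeast measured as ATP luminescence (BacTiter-Glo). Cells grown to mid-log in raffinose, induced in galactose at OD600=0.02, exposed to compound 24 hr at 30 deg C.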
pAkt inh – blocks phosphorylation of Akt. Neuro2A IGF-stimulated pAkt S473 HTRF, 20 min; hits give low values. activity change, % for hits at 50 µM. hit rate 0.32% among 360,000; in the data active = activity change below about -80%; inconclusive = mostly about -51% to -80%; also: % is scaled to controls: 0 for no effect and ±100 for the full control effect
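Neuro2A cells (4,500/well, DMEM with 0.5% FBS) were treated with compound at a single 50 µM final concentration, stimulated with 6 nM IGF for 20 min at 37 °C, and lysed. Phospho-Akt Ser473 was read by HTRF as 665/615 ratio ×10^4.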
An asterisk follows results filed as active; i = inactive; u = inconclusive; x = no result given; [ ] = another dose, or the depositor's remark. Unless noted, calls follow the shape of the dose curve; as a rule, active = well fitted curve in the direction sought with a large enough effect; inconclusive = small, poorly fitted or top-dose-only effect, or another doubt; inactive = no such curve, though single readings can be large; an effect the other way counts as inactive or inconclusive. The list is partial; count on the stated rates, not on these rows.

Values run as follows: Mm-Cpn inhibitor | Abeta yeast res | GLP1R inv ag | PTHR1 agonist | aSyn yeast inh | FUS yeast rescue | HEK293 tox | TDP43 rescue | pAkt inh
> Cc1ccc(-n2c(SCC(=O)NC3CCS(=O)(=O)C3)nc3ccccc3c2=O)cc1 (configuration not stated)
→ 1% | 1% | 24% | i | -6% | -1% | 5% | 5% | i
> Cc1ccc(S(=O)(=O)N/N=C\c2cn(CC(N)=O)c3ccccc23)cc1
→ 0% | 9% | -3% | i | 3% | x | -3% | 4% | i
> COc1ccccc1CNC(=O)CSc1ccc(-c2ccccn2)nn1
→ -1% | -19% | 1% | i | -2% | -10% | 1% | 3% | i
> Cc1cc(C)nc(Nc2ccc(Cl)cc2C)n1
→ -4% | -7% | -18% | i | -3% | -7% | -32% | u | i
> C=C(C)CSc1nnc(-c2ccc(OC)cc2)n1N
→ 2% | 11% | 10% | -37%[inhibitor] | 1% | x | -10% | -15% | i
> CCOC(=O)[C@H]1[C@H]2COc3ccc(Br)cc3[C@H]2N2C(=O)CN(Cc3ccc(Cl)cc3)C(=O)[C@@]12C
→ x | 1% | u | 6% | 10% | 72% | -2% | 6% | i
> Cc1ccc(S(=O)(=O)CCC(=O)OCCOc2ccc(Br)cc2)cc1
→ x | -14% | 17% | -13% | u | 33% | -7% | 28% | i
> O=C(CCS(=O)(=O)Cc1ccccc1)Nc1ncc([N+](=O)[O-])s1
→ -4% | 4% | u | -26% | -6% | -2% | -31% | 0% | i
> CCN(CC)CCNc1nc(SC)nc2sc3c(c12)CCN(C)C3
→ -1% | 5% | u | i | 6% | 8% | -14% | -16% | i
> O=C(COCc1nc2ccccc2c(=O)[nH]1)NCC1CCCCC1
→ -1% | 2% | 12% | i | 2% | 27% | 10% | -20% | i
> CCNC(=O)c1ccc(NS(=O)(=O)c2ccccc2)cc1
→ -1% | 8% | 0% | i | -12% | -8% | -8% | -2% | i
> CCN(CC)S(=O)(=O)c1cc(NC(=O)Cn2cnc3ccccc3c2=O)ccc1C
→ 0% | -13% | 0% | 5% | 0% | 26% | 4% | 9% | i
> S=C(NC1CCCCC1)N(CCc1ccccc1)CCc1ccccc1
→ 3% | 4% | 2% | -23% | -1% | -7% | -6% | -16% | i
> Cc1cc(C)n2nc(CNS(=O)(=O)c3ccc(F)c(C)c3)nc2n1
→ 0% | -2% | -5% | -23% | 0% | -3% | -15% | 19% | i
> CCOc1ccc(NS(=O)(=O)c2cc(NC(=O)CCS(=O)(=O)c3ccc(C)cc3)ccc2OC)cc1
→ 0% | 23% | u | i | 1% | x | -33% | 3% | i
> Nn1c(SCC(=O)NC2CCCC2)nnc1C(F)(F)F
→ x | 10% | 13% | i | -1% | -19% | 0% | 17% | i
> CC(=O)Oc1ccc(C(=O)[C@H]2[C@H]3C(=O)N(c4cccc5ccccc45)C(=O)[C@H]3[C@@H]3C=CC=NN32)cc1
→ 1% | 1% | -6% | -19% | 11% | x | -6% | -20% | i
> CN(C(=O)CCN1C(=O)C(C)(C)Nc2ccccc21)c1ccccc1
→ 0% | -1% | 3% | -2%[57.5 µM] | u | 11% | 3% | -4% | i
> CCOc1cc(C(=O)Nc2ccc(S(=O)(=O)Nc3cc(C)on3)cc2)cc(OCC)c1OCC
→ -4% | 12% | -2% | -4%[57.5 µM] | 2% | 9% | 2% | 7% | i
> Cc1noc(C)c1CSCC(=O)Nc1ccc(Br)cc1Cl
→ -2% | -10% | u | -27% | 7% | 5% | 10% | u | i

Structures shown so far that contain a Cl atom (3):
Values run as follows: Mm-Cpn inhibitor | Abeta yeast res | GLP1R inv ag | PTHR1 agonist | aSyn yeast inh | FUS yeast rescue | HEK293 tox | TDP43 rescue | pAkt inh
> Cc1cc(C)nc(Nc2ccc(Cl)cc2C)n1
→ -4% | -7% | -18% | i | -3% | -7% | -32% | u | i
> CCOC(=O)[C@H]1[C@H]2COc3ccc(Br)cc3[C@H]2N2C(=O)CN(Cc3ccc(Cl)cc3)C(=O)[C@@]12C
→ x | 1% | u | 6% | 10% | 72% | -2% | 6% | i
> Cc1noc(C)c1CSCC(=O)Nc1ccc(Br)cc1Cl
→ -2% | -10% | u | -27% | 7% | 5% | 10% | u | i

(cont.)
Values run as follows: Mm-Cpn inhibitor | Abeta yeast res | GLP1R inv ag | PTHR1 agonist | aSyn yeast inh | FUS yeast rescue | HEK293 tox | TDP43 rescue | pAkt inh
> CC1(C)Cc2cccc(OCC(=O)Nc3cc(S(C)(=O)=O)ccc3Cl)c2O1
→ -3% | -9% | 20% | i | -7% | -2% | 7% | 16% | i
> O=C(CCc1ccccc1)NC1C2CC3CC(C2)CC1C3 (configuration not stated)
→ 1% | 3% | u | i | 4% | 27% | -2% | -24%[1.82 µM] | i
> CC1CCc2sc(C(=O)NCC3CCCO3)cc2C1 (configuration not stated)
→ -1% | 3% | -12% | -10% | 6% | 0% | 3% | 9% | i
> Cc1onc(-c2c(F)cccc2Cl)c1C(=O)OCC(=O)NCc1ccco1
→ -1% | 2% | u | i | 5% | 19% | 80%[activator] | -6% | i
> CCCCOc1ccc(-c2n[nH]c(=S)n2Cc2ccccc2)cc1
→ -20% | 9% | u | -9% | 3% | 5% | -9% | -1% | i
> O=C(Nc1ccc(F)cc1F)c1cccc(C(=O)Nc2ccc(F)cc2F)n1
→ -4% | 6% | 21% | i | 6% | x | -19% | 18% | i
> O=C(NCc1ccccc1F)C(=O)NCC1CCCN1S(=O)(=O)c1ccccc1 (configuration not stated)
→ -3% | -11% | -9% | -15% | -1% | -1% | -10% | -1% | i
> Cc1ccc(NS(=O)(=O)c2cccc(C(=O)NCCc3c[nH]c4ccccc34)c2)c(C)c1
→ 3% | 4% | u | -25% | 4% | u | -31% | -11%[9.22 µM] | i
> CCOC(=O)N1CCN(C(=O)c2ccccc2CCc2ccccc2)CC1
→ 1% | -28% | 8.9µM* | -64%[inhibitor][57.5 µM] | 12% | 21% | -7% | 16% | i
> O=C(COC(=O)c1ccco1)NC(c1ccccc1)c1ccccc1
→ 0% | 0% | -2% | -16% | -8% | -18% | -8% | 20% | i
> Cc1ccc(-n2c(SCC(N)=O)nnc2-c2ccccn2)cc1
→ 1% | 18% | 13% | i | -8% | 0% | -8% | 10% | i
> CC1=C(c2ccc(C(C)C)cc2)S(=O)(=O)NC1=NCCCN1CCN(c2ccccc2F)CC1
→ x | -4% | u | i | x | 16% | 1% | 1% | x
> CCOC(=O)[C@H]1[C@H]2COc3ccc(Br)cc3[C@@H]2N2C(=O)[C@H](C)NC(=O)[C@@]12C
→ -2% | 0% | -11% | -15% | 6% | -14% | -18% | 22% | i
> CN(C)c1ccc(C(c2ccc(N(C)C)cc2)c2ccc([N+](=O)[O-])cc2)cc1
→ -8% | 37% | u | -1% | -3% | 12% | 11% | -8%[1.82 µM] | i
> O=C(COc1ccccc1)NC(Cc1c[nH]c2ccccc12)C(=O)O (configuration not stated)
→ -2% | -1% | -7% | -2%[57.5 µM] | -4% | 9% | -13% | 0% | i
> CCOc1ccccc1CNC(=O)C1CCN(S(=O)(=O)c2c(C)noc2/C=C/c2ccc(C)cc2)CC1
→ x | -5% | 17% | 25% | x | 1% | 2% | 4% | x
> O=C(Nc1ccccc1)N1CCSCC1
→ 2% | 2% | 9% | i | 1% | 3% | 7% | -14% | i
> CCOC(=O)c1cnn2c(SC)ncnc12
→ x | 3% | 14% | -2% | -5% | -14% | 2% | 26% | i
> CCS(=O)(=O)N1CCN(c2ccnc3cc(Cl)ccc23)CC1
→ -1% | 2% | 11% | -27% | -3% | 9% | 16% | -8% | i
> COc1cc(OC)nc(N/N=C(\c2ccccc2)c2ccncc2)n1
→ -4% | 3% | -7% | i | 5% | x | 13% | 6% | i
> COCCCNC(=O)Nc1ccc2c(c1)N(C)C(=O)CS2
→ -1% | 9% | 21% | i | -5% | 10% | 4% | 0% | i
> CC(=O)Nc1cccc(NC(=O)C(=O)Nc2ccc3c(c2)N(C(=O)C2CC2)CCC3)c1
→ -1% | 11% | 6% | -42%[inhibitor] | 0% | 30% | u | 7% | i
> O=C1NC(Nc2nc3ccccc3s2)(C(F)(F)F)C(=O)N1C1CCCCC1 (configuration not stated)
→ 0% | -29% | u | 3%[57.5 µM] | u | 8% | u | u | i
> CCn1nccc1C(=O)Nc1ccc(S(=O)(=O)NC23CC4CC(CC(C4)C2)C3)cc1
→ -2% | 16% | u | -50%[inhibitor][57.5 µM] | u | u | -10% | -10% | i
> O=C(CSc1nnc(SCc2cccc3ccccc23)s1)N/N=C/C=C/c1ccccc1[N+](=O)[O-]
→ 1% | 5% | -30% | -5% | 8% | u | 70%[activator] | 6% | i
> Cc1ccc(NC(=O)CNCCCN2CCOCC2)cc1S(=O)(=O)N1CCCCC1
→ 0% | -1% | u | -22% | 0% | -23% | -16% | 4% | i
> Cc1ccc2c(c1)NC(=O)C(CC(=O)O)O2 (configuration not stated)
→ 0% | -6% | 2% | -16% | 0% | -28% | -6% | 2% | i
> CCOc1cccc(C(=O)Nc2ccc(-c3nc4ncccc4o3)cc2C)c1
→ x | -23% | -16% | -69%[inhibitor] | x | -4% | -12% | 3% | x
